CCHF vOTU inh – CCHFV vOTU protease inhibition; Pep-AMC fluorescence; inhibition, % at 11.5 µM; 370,000 tested, 0.55% active; AID 651958; in the data active = inhibition above about 30%; also: 0% = vehicle wells with enzyme and 100% = no enzyme wells
Anthrax LF prot – anthrax lethal factor protease inhibition. P15917. multiplex microsphere protease cleavage assay, LF. inhibition, % at 10 µM. 360,000 tested, 0.12% active. AID 588501; also: plate controls were buffer without enzyme for full effect and enzyme alone for no effect
Target sequence (P15917 whole entry, looked up): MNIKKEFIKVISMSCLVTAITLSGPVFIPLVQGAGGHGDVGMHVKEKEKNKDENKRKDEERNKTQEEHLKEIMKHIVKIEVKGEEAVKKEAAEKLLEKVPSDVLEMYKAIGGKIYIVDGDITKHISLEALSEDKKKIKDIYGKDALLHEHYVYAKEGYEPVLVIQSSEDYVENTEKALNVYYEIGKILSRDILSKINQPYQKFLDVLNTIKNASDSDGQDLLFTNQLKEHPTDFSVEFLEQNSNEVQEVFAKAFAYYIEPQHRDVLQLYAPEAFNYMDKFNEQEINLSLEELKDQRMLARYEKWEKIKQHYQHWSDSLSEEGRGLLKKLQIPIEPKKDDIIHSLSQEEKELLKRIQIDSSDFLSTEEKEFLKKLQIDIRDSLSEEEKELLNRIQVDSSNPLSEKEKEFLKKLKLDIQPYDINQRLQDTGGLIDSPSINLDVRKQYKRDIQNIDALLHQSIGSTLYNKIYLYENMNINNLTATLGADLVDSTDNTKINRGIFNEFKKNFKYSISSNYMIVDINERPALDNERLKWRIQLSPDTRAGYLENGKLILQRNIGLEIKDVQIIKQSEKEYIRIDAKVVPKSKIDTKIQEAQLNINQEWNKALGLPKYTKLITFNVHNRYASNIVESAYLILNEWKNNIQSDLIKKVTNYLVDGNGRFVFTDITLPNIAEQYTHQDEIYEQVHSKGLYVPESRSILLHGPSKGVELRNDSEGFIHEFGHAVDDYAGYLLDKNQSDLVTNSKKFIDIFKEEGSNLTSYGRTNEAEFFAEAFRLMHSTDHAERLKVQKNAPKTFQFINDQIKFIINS
BoNT A protease – inhibitors of Botulinum neurotoxin A light chain protease; multiplex microsphere protease substrate cleavage, flow cytometry; AID 588499; 360,000 tested, 0.17% active; inhibition, % at 10 µM; also: plate controls were buffer without enzyme for full effect and enzyme alone for no effect
Rv3671c protease – Rv3671c (M. tuberculosis) protease inhibition. AID 2606. 320,000 tested, 0.048% active. inhibition, % at 5.96 µM. P9WHR9; in the data active = inhibition above about 38%;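 also: extracellular domain of Rv3671c used as enzyme; 0% = enzyme with DMSO and 100% = no enzyme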
3CLpro inhibitor – SARS-CoV 3CLpro protease inhibition | recombinant SARS-CoV 3CLpro, quenched FRET peptide cleavage | inhibition, % at 6 µM | 290,000 tested, 0.14% active; in the data active = inhibition above about 12%
BoNT F protease – inhibitors of Botulinum neurotoxin F light chain protease | Multiplex microsphere protease cleavage assay, flow cytometry | inhibition, % at 10 µM | 360,000 tested, 0.22% active; in the data active = inhibition above about 35%, passing the limit was not always enough; inconclusive = no clear call, values can overlap the other calls; also: plate controls were buffer without enzyme for full effect and enzyme alone for no effect
DUSP3 inh – DUSP3 (human) phosphatase inhibition; recombinant VHR phosphatase, pNPP absorbance; 290,000 tested, 0.52% active; AID 1654; inhibition, % at 13.3 µM; in the data active = inhibition above about 50%; also: some compounds called inactive have numbers as strong as hits
Target sequence (P51452 whole entry, looked up): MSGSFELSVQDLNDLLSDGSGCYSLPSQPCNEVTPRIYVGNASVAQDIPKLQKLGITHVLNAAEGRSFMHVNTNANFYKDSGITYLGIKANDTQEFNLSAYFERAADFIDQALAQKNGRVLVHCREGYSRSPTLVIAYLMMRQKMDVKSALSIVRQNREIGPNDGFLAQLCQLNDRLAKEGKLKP
PriA SSB inh – K. pneumoniae PriA-SSBct interaction inhibition; AlphaScreen SSBct-PriA binding, biotinylated peptide; inhibition, % at 33 µM; 430,000 tested, 0.6% active; AID 1272365; in the data active = inhibition mostly above about 37%, no sharp cut-off; inactive = mostly below about 20%;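 also: plate controls were negative control peptide for no effect and reference peptide for full effect; strong numbers were not always called active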
MazEF act – increases E. coli MazEF RNase cleavage of RNA; P0AE70; FAM/BHQ RNA-DNA oligo cleavage fluorescence, 5 h; activation, % at 20 µM; 350,000 tested, 0.32% active; AID 504720; in the data active = activation above about 50%
PrPC TRFRET – inhibitors of human cell surface prion protein PrPC | inhibition, % at 13.8 µM | TR-FRET read-out | P04156 | AID 720596 | 370,000 tested, 0.43% active; in the data active = inhibition above about 24%; also: 0% = median of the test wells and 100% = reference compound wells
* = called active by the depositor; ? = inconclusive; . = not tested or not shown; & = joins results of further samples. Rule as the data show it, unless noted: active = inhibition above about 30%; inconclusive = no clear call, values can overlap the other calls; inactive = below that. The list is partial; the hit share may differ from the screen's.

SMILES	CCHF vOTU inh	Anthrax LF prot	BoNT A protease	Rv3671c protease	3CLpro inhibitor	BoNT F protease	DUSP3 inh	PriA SSB inh	MazEF act	PrPC TRFRET
C=CCSc1nnc2nc3[nH]c4c(C)cccc4c3nn12	9.8	-2.5	-0.1	0.9	0.8	-10.7	-4.2	5.6	27.7	-39.5
CCOC(=O)C1CCN(C(=O)CN2C(=O)C(CC)Oc3ccccc32)CC1 (centres undefined)	0.4	-0.1	-0.3	-11.4	-2.5	-10.6	-3.9	-8.8	-3.8	0.1
O=C1NC(=Nc2ccc(Cl)cc2)/C(=C/c2ccco2)S1	0.5	0.3	2.5	-9.4	-1.7	7.3	27.4	20.7	-9.3	3.3
CC(=O)c1ccc2c(c1)N(Cc1ccccc1)C(=O)C(C)S2 (centres undefined)	1.1	-2.6	-0.5	.	.	-2.3	.	.	.	-5.7
CC12CN3CC(C)(CN(C1)C31CCSCC1)C2=O	-12.0	1.0	0.4	-2.5	5.1	-0.5	26.9	-8.6	-4.1	0.6
COc1ccccc1N1CCN(C(=O)CN(C)S(=O)(=O)c2cc(C)ccc2OC)CC1	-16.2	-6.0	-1.5	-9.4	-1.8	-3.3	-9.6	1.7	-1.4	2.7
CC(NC(=O)Cn1nc(-c2ccccc2)ccc1=O)c1ccccc1 (centres undefined)	-2.7	-9.3	-0.3	-0.9	1.9	1.3	24.5	-0.7	-2.4	-16.1
COc1ccc(OCc2nc(C#N)c(NCCCn3ccnc3)o2)cc1	8.9	-4.5	0.4	1.1	0.7	-3.4	3.1	-7.5	3.4	1.7
CCOC(=O)Nc1nc(C)c(C(=O)c2ccc(Cl)cc2)s1	-8.4	-3.7	-0.2	-19.8	3.2	3.7	42.2	-2.3	86.3*	2.4
O=C1CCc2ccc(NS(=O)(=O)c3ccc(F)cc3)cc2N1	3.6	2.4	0.1	-6.9	2.3	5.4	7.2	-3.7	-8.5	-3.0
Cc1ccc(-c2noc(CCC(=O)Nc3cc(C)ccn3)n2)cc1	4.1	0.3	-0.5	1.1	0.9	-4.1	21.3	-1.5	6.4	1.5
CCCN(C(=O)Cn1ncc2c(=O)oc3ccccc3c21)c1cccc(C)c1	-6.4	-2.9	-0.3	-4.5	0.1	0.6	3.6	5.9	0.9	-1.1
O=C(NCc1ccccn1)C1CC(=O)N(C2CCCC2)C1 (centres undefined)	-0.2	1.0	0.0	4.3	1.1	-6.0	.	2.4	-0.8	3.1
O=C(Nc1ccc(S(=O)(=O)Nc2nccs2)cc1)C1CCCCC1	-7.1	1.8	1.6	-5.0	-2.4	11.3	8.6	1.2	-3.4	5.3
CNc1nc(N2CCc3ccccc32)ncc1F	-10.8	-0.7	0.1	7.7	-0.3	1.1	-0.2	5.6	10.9	7.5
Cc1ccc(C(=O)N/C(=C/c2ccc(-c3ccc([N+](=O)[O-])cc3)o2)C(=O)NCCCN(C)C)cc1	12.3	-1.1	17.1	-4.2	.	?	.	-4.1	22.9	-45.7
CCC1(C)CC2(CCCN(CCC(O)(c3ccccc3)c3ccccc3)C2)CCO1 (centres undefined)	-2.0	3.1	-1.7	-4.9	1.3	?	-4.0	-8.4	10.3	6.8
CCn1c(=S)sc2c(=O)[nH]c(C)nc21	8.7	-1.4	1.0	5.6	3.0	15.8	-4.4	-9.7	5.3	0.0
Fc1cccc(Cl)c1CSc1nnnn1-c1ccc2c(c1)OCO2	6.8	-6.4	0.4	-6.9	-5.1	-2.3	31.9	-42.1	-13.0	10.2
O=C(COC(=O)[C@@H]1CCCN1C(=O)c1cccs1)Nc1ccc(F)cc1[N+](=O)[O-]	-11.0	1.7	-0.5	0.4	-0.6	-2.4	25.9	-0.7	1.4	-7.3

Profiles, looked up by structure. Order of screens: CCHF vOTU inh | Anthrax LF prot | BoNT A protease | Rv3671c protease | 3CLpro inhibitor | BoNT F protease | DUSP3 inh | PriA SSB inh | MazEF act | PrPC TRFRET
CCOC(=O)Nc1nc(C)c(C(=O)c2ccc(Cl)cc2)s1 as listed: -8.4 | -3.7 | -0.2 | -19.8 | 3.2 | 3.7 | 42.2 | -2.3 | 86.3* | 2.4
O=C(NCc1ccccn1)C1CC(=O)N(C2CCCC2)C1 (centres undefined) as listed: -0.2 | 1.0 | 0.0 | 4.3 | 1.1 | -6.0 | . | 2.4 | -0.8 | 3.1
O=C(Nc1ccc(S(=O)(=O)Nc2nccs2)cc1)C1CCCCC1 as listed: -7.1 | 1.8 | 1.6 | -5.0 | -2.4 | 11.3 | 8.6 | 1.2 | -3.4 | 5.3

(more compounds)
SMILES	CCHF vOTU inh	Anthrax LF prot	BoNT A protease	Rv3671c protease	3CLpro inhibitor	BoNT F protease	DUSP3 inh	PriA SSB inh	MazEF act	PrPC TRFRET
O=C(NCc1n[nH]c(=S)n1-c1ccc(Cl)c(Cl)c1)c1ccco1	-8.9	-2.0	-0.2	8.8	1.6	-2.7	14.5	2.2&-3.0	7.5	1.4
Cc1cc(C)c(S(=O)(=O)N2CCCOC2CNC(=O)C(=O)NCc2ccccn2)c(C)c1 (centres undefined)	2.7	-1.9	0.3	-0.7	-1.6	-3.3	23.3	-1.0	5.0	-6.7
O=C1NC(=O)N(CCC2=CCCCC2)C(=O)/C1=C\c1cccs1	3.3	0.6	-1.0	-29.8	0.6	-1.3	1.0	3.2	-0.4	1.6
COc1ccc(-n2cccc2C=O)cc1	-6.8	-1.4	-0.7	9.8	0.8	-5.4	4.7	-13.1	-8.2	1.9
COc1ccc(-c2nc(CSCC(=O)NC3CC3)c(C)o2)cc1OC	-5.9	-1.6	-0.7	4.6	-1.0	2.3	1.9	-2.9	9.8	1.2
COC(=O)c1ccccc1NC(=O)CSc1nnc(-c2cccnc2)n1N	-16.7	-2.5	-0.7	4.6	-2.2	3.7	-2.1	-15.0	-3.5	9.7
Cc1cnc(C(=O)OCC(=O)c2csc(N3CCCCC3)n2)cn1	1.3	-3.7	0.5	9.5	3.9	-36.6	18.8	-10.0	1.2	0.3
CCn1c(Cc2ccccc2)nnc1SCC(=O)Nc1ccc2c(c1)OCO2	2.0	1.1	0.3	-4.1	-1.0	1.6	-4.0	-5.8	-1.6	17.2
CCc1ccc(NC(=O)c2c(C(=O)Nc3ccccc3)sc3nc(C)cc(=O)n23)cc1	20.4	-5.4	0.3	-0.9	0.8	-1.1	20.6	-18.7	-0.2	-10.8
CCCNC(=O)c1cccc(COc2ccccc2OC)c1	-1.9	0.4	0.4	-4.6	4.3	-3.0	10.6	-11.2	-1.3	-8.5
S=C(NC1CCCC1)NC1CC1	15.8	-2.1	-0.3	-2.9	1.7	-3.1	-8.0	-0.8	7.6	-1.3
C[C@]12CC[C@@H](O)CC1=CCC1C2CC[C@@]2(C)C1CC[C@@H]2O (some centres undefined)	2.0	4.8	0.3	.	.	1.9	.	.	4.7	1.6
CCn1cc(C(=O)NCCC2=CCCCC2)c(=O)c2cc(S(=O)(=O)N(C)C)ccc21	-7.3	-4.1	-0.4	6.2	-0.5	0.0	29.3	-2.9	3.5	-5.6
CN(CCOc1cccc2ccccc12)Cc1ccccc1	4.9	4.7	1.2	-3.5	-7.6	?	20.4	-43.9	13.6	-3.9
O=C(NCc1ccc(OC(F)(F)F)cc1)c1cccc2c1C(=O)c1ccc(N3CCC(Cc4ccccc4)CC3)cc1S2(=O)=O	13.3	21.1	12.8	-20.7	.	11.0	.	8.0	-401.0	-3.5
Cc1cccc(NC(=O)C(=O)NCC2CCCN2S(=O)(=O)c2cccs2)c1C (centres undefined)	-5.7	0.8	1.3	-2.8	.	10.9	.	5.2	-2.0	-2.5
O=C(Nc1ccc(O)c2c(=O)cc(-c3cccc(Cl)c3)oc12)c1ccccc1Cl	-0.5	-9.1	0.5	-2.5	.	6.1	18.1	5.7	-9.5	0.0
COCCCNC(=O)Nc1ccc(F)cc1F	-8.8	-8.3	1.6	-4.2	-6.6	7.4	-20.9	1.2	4.4	-9.4
CC[C@]1(C(=O)OC)[C@H]2C(=O)N(Cc3ccccc3)C(=O)[C@H]2[C@H]2CN(C)C(=NCc3ccccc3)N21	.	2.7	-0.5	.	.	-2.9	.	-2.2	4.5	.
Cc1ccc(NC(=O)COC(=O)CCc2nc3ccccc3c(=O)[nH]2)cc1Cl	8.8	-1.8	-0.7	0.0	-5.8	4.2	9.9	5.5	1.0	-0.5
Cc1cc(C)n2nc(C(=O)NNC(=O)c3ccccc3)nc2n1	-9.2	2.2	0.0	-5.0	1.1	2.4	1.2	-31.1	5.4	-1.7
COC(=O)c1cc(Cl)c(NC(=O)c2cc3ccccc3o2)cc1OC	-0.4	-1.0	-0.4	-6.6	1.9	-3.5	10.6	-8.3	-4.1	-0.8
O=C(CCCc1ccccc1)Nc1ccnn1C1CCN(Cc2ccccc2)CC1	-11.9	-4.2	0.2	-1.9	-2.7	-5.0	23.3	-5.8	-6.9	-5.4
COc1cc(CNc2ccc3[nH]c(=O)[nH]c3c2)ccc1OCc1ccc(F)cc1	-0.8	-19.7	-3.3	3.9	-0.8	-1.4	12.2	19.1	8.4	7.7
COc1cc(CNCC(C)C)c(Br)cc1OCC(=O)NCc1ccccc1	-0.1	-4.9	-0.5	-0.2	-0.1	-7.8	4.4	7.7	5.5	-8.7
Cc1ccc(-c2cc[n+](Cc3ccccc3)cc2)cc1	-3.0	-1.4	-0.2	10.1	3.2	-0.4	22.2	2.7	6.3	9.1
CC1(C)CC(=O)C(C=NCCN2CCNCC2)=C(O)C1	2.6	-6.4	-0.5	-3.7	-0.7	-2.2	23.4	-24.4	1.9	-1.6
CCCn1nnnc1NCc1ccccc1OCc1cccs1	9.1	-0.4	-0.5	5.4	3.6	-7.9	7.2	1.6	-5.2	-6.0
O=C(NCc1ccco1)c1ccc2c(=O)n(Cc3ccco3)c(SCC(=O)N3CCCC3)nc2c1	21.5	-1.1	-0.7	-24.1	-0.2	0.2	3.0	0.3	-13.6	11.7
CCN1C(C)=CC(=O)[C@@H](O)[C@H]1c1ccccc1Br	12.7	-7.4	-0.4	.	.	3.6	.	-7.4	2.4	4.3
Cc1ccc(S(=O)(=O)NCC(=O)N2CCOCC2)cc1	1.2	-6.1	-1.7	2.3	0.0	-10.5	25.2	-17.6	4.6	2.5
CC1CCCN(C(=O)CSc2nc3ccccc3o2)C1 (centres undefined)	-14.7	-6.9	-0.2	2.9	1.8	5.3	17.4	0.8	-2.8	-1.7
CCn1c(Oc2ccccc2C)nc2c1c(=O)n(C)c(=O)n2C	-0.3	18.9	-1.4	.	5.8	?	16.6	-2.0	4.9	5.8
COc1ccccc1N(CC(=O)NCCSCc1ccco1)S(=O)(=O)c1ccccc1	2.3	-2.2	-3.3	1.2	0.8	-16.2	-3.8	8.2	0.6	-5.5
CCCc1cc(=O)oc2cc(OC(=O)CN3C(=O)NC4(CCCC4)C3=O)ccc12	-323.2	6.8	5.6	6.9	.	1.0	.	-7.2	0.5	6.1
Nc1ccc(-c2nnc(-c3ccc(N)cc3)o2)cc1	-55.6	-2.6	0.8	0.6	-0.5	4.6	13.8	1.2	10.2	0.8
CC1CN(C(=O)CSc2nc(-c3ccc(F)cc3)cs2)CC(C)O1 (centres undefined)	-10.4	-2.6	0.4	0.3	3.0	4.3	-2.0	-15.5	-2.3	4.3
N#Cc1ccc(C#Cc2ccc3oc4ccccc4c(=O)c3c2)cc1	-3.3	-1.4	0.5	-0.9	.	0.4	.	-18.6	-19.0	-3.3
CC(=O)Nc1ccc(C(=O)COC(=O)CCc2ccccc2)c(F)c1	-7.9	-1.9	3.8	-10.9	.	-9.2	.	-4.3	-0.6	-6.3
COc1ccc(/C=N/NC(=O)c2ccc(C)nc2)cc1O	-3.5	-8.8	4.7	3.2	6.1	?	-8.3	.	4.6	-7.3
Cc1cc(NC(=O)CSc2nccn2-c2cccc(Cl)c2)no1	-2.3	-1.1	-4.2	-1.9	-1.9	-6.9	-5.4	11.8	-1.0	0.5
COc1ccc(CC(=S)N2CCOCC2)cc1F	1.3	-1.0	-0.7	-7.7	-2.5	-4.1	-4.8	-12.4	-1.6	-4.2

Screening data: PubChem BioAssay, several laboratories
